# ERK EGF block – EGF-driven ERK pathway inhibition; HEK293-V1b, EGF-stimulated phospho-ERK AlphaScreen; Potency, µM (highest dose often 11.5 µM), for inactives: at the highest dose activity change, negative = inhibition, usual class: inhibitors; 130,000 compounds, 0.41% hits; active = well fitted inhibition curve with a large enough effect; inconclusive = small, poorly fitted or top-dose-only effect, or effect the other way;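 note: plate controls were stimulated vehicle wells for no effect and unstimulated vehicle basal for full effect; nearly all actives have a fitted effect of over 55% in size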
#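 In this qHTS, HEK293 cells with stable type-1 vasopressin (V1b) receptor were exposed to compound at 37C for 30 min, stimulated 5 min with EGF at 25 nM, lysed, and probed for phospho-ERK by AlphaScreen.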
# Numbers without * were called inactive; u = inconclusive; [ ] = another dose, or the depositor's remark. Potency is the fitted concentration of half-maximal effect. Not all compounds are listed. The share of hits here may be higher or lower than overall.
SMILES,ERK EGF block
Nc1nnc(SCC(=O)OCC(=O)NC23CC4CC(CC(C4)C2)C3)s1,3%
COC(=O)[C@@]1(Cc2ccc(F)cc2)[C@H]2c3cc(C(=O)N4CCCC4)n(Cc4ccc(C)o4)c3C[C@H]2CN1C(=O)c1ccccc1,1%
O=C(Nc1cccnc1)c1ccc(N2CCCC2)c([N+](=O)[O-])c1,u
Cc1oc(-c2ccccc2Cl)nc1CN(C)C(C)c1ccon1 (configuration not stated),1%
CCN(CC(=O)NCc1cccs1)C(=O)CCc1c[nH]c2ccccc12,2%
COc1cc(/C=C2\SC(=S)N(NS(=O)(=O)c3ccccc3)C2=O)cc(OC)c1OC,-2%[57.5 µM]
COc1cc2c(C(=O)NCc3ccccn3)cn(CC(C)C)c(=O)c2cc1OC,-7%
Cc1ccc(N2C(=O)CC(Sc3ccccc3C(=O)O)C2=O)c([N+](=O)[O-])c1 (configuration not stated),-9%
CCc1ccc(Nc2ccc(C(N)=O)cc2[N+](=O)[O-])cc1,2%
O=C1c2ccccc2NC(c2ccc(O)cc2)N1/N=C/c1ccc(O)cc1 (configuration not stated),6%
O=C(CCl)Nc1c[nH]c(=O)[nH]c1=O,1%
CCN(CCn1cccn1)C(=O)CC1C(=O)NCCN1CC1CCCCC1 (configuration not stated),-10%
CC(C)c1ccc(-c2nc(N3CCCCC3)[nH]c(=O)c2C#N)cc1,1%
CC(=O)c1ccc(S(=O)(=O)N2Cc3ccccc3CC2C(=O)O)cc1 (configuration not stated),-12%[57.5 µM]
C[C@H](CCC(=O)O)[C@H]1CC[C@H]2[C@H]3C(C[C@H](O)[C@]12C)[C@@]1(C)CC[C@@H](O)C[C@H]1C[C@H]3O (some centres not stated),-13%
CCOC(=O)Nc1oc2ccccc2c(=O)c1C,-2%
COc1cc(C2Sc3ccccc3NC3=C2C(=O)OC3)cc(OC)c1OC (configuration not stated),0%
CC(=O)Nc1cccc(NC(=O)CSc2ncc(-c3ccccc3)[nH]2)c1,0%
CN(C)Cc1ccccc1Sc1ccc(Br)cc1,9%
Cc1cc(=O)oc(C)c1C(=O)Nc1cccnc1Cl,18%[57.5 µM]
CC1CCC(C(C)[C@H]2CCC3C4CC(=O)C5C[C@@H](O)CC[C@]5(C)C4CC[C@@]32C)=NC1 (some centres not stated),-10%
O=C(NNC(=O)c1cccc2ccccc12)c1ccc(-c2ccccc2)cc1,-1%
CC(=O)NS(=O)(=O)c1ccc(NC(=O)c2cccc(S(=O)(=O)N3CCc4ccccc43)c2)cc1,0%
CNc1nnc(Sc2ncccc2[N+](=O)[O-])s1,-6%[57.5 µM]
O=C(Nc1ccccc1)c1cc(S(=O)(=O)N2CCSCC2)ccc1Cl,-3%
N#C/C(=C/c1ccc(N2CCCCC2)o1)C(=O)Nc1ccc2ccccc2c1,-7%
O=C(COC(=O)c1cc(Br)c(Br)s1)NCCC1=CCCCC1,1%
C=CCn1c(C)cc(C2=NNC(=NC(C)(C)C)SC2)c1C,-3%
O=C1/C(=C/c2ccco2)N=C(N2CCCCC2)N1c1ccccc1,-4%
O=C(CNC(=O)c1ccc(Cl)cc1)OC1CCOC1=O (configuration not stated),-8%
CCN(CC)CCCNc1nc(N)c([N+](=O)[O-])c(NCCO)n1,-4%[57.5 µM]
N/C(=N\OC(=O)CCCOc1ccccc1)c1ccccn1,-4%
COc1cccc(-n2c(-c3ccc4[nH]c(C)c(C)c4c3)n[nH]c2=S)c1,-8%
Cc1ccc(CNC(=O)CCc2c(C)nc3c(c(C)nn3-c3ccc(C)cc3)c2C)cc1,-9%[57.5 µM]
Oc1ccccc1/C=N/Nc1nc2ccccc2o1,-5%[57.5 µM]
Cn1cc([N+](=O)[O-])c(C(=O)Nc2ccc(-c3nc4ccccc4[nH]3)cc2)n1,0%
CCN(C(=O)COC(=O)c1nn(-c2ccccc2)c(=O)c2ccccc12)C1CCS(=O)(=O)C1 (configuration not stated),0%[57.5 µM]
CC1(C)CC2CC(C)(CN2C(=O)c2ccc([N+](=O)[O-])cc2)C1 (configuration not stated),8%
Cc1cc(C(=O)Nc2ccc(N3CCOCC3)c(Cl)c2)c(C)o1,12%[57.5 µM]
Cc1cccc(C)c1OCC(=O)Nc1cccc(NC(=O)c2ccco2)c1,-13%
CNC(=O)CS(=O)CC(=O)Nc1cc(OC(C)C)c(Cl)cc1Cl (configuration not stated),-2%
Cc1ccc(S(=O)(=O)Cn2nnnc2CN(Cc2ccco2)Cc2cccs2)cc1,8%
O=C(COC(=O)CCN1C(=O)/C(=C\C=C\c2ccccc2)SC1=S)Nc1cc(F)ccc1F,-3%
Cc1cccc(-n2c3nc(=O)[nH]c(=O)c-3cc3cc([N+](=O)[O-])ccc32)c1,12%
Cc1ccc(S(=O)(=O)N2CCN(C(=O)COc3ccc(C)nc3[N+](=O)[O-])CC2)c(C)c1,-5%
O=C1CCC(C(=O)OCC(=O)c2c[nH]c3ccccc23)=NN1,2%
Cc1ccc(-c2nc(NCc3ccc(F)cc3)n(S(C)(=O)=O)n2)cc1,0%
O=C(N/N=C/c1cc([N+](=O)[O-])cc(Br)c1O)C12CC3CCC(CC(C3)C1)C2,10%[57.5 µM]

# Three compounds out of the list, ordered by length of the SMILES, rising:
SMILES,ERK EGF block
Cc1cc(C(=O)Nc2ccc(N3CCOCC3)c(Cl)c2)c(C)o1,12%[57.5 µM]
Cc1ccc(-c2nc(NCc3ccc(F)cc3)n(S(C)(=O)=O)n2)cc1,0%
Cc1ccc(S(=O)(=O)Cn2nnnc2CN(Cc2ccco2)Cc2cccs2)cc1,8%

# Remaining list, next part:
SMILES,ERK EGF block
COC(=O)CCCCCN1C(=O)NC(CC2CC2)C(C(=O)OCc2ccccc2)=C1C (configuration not stated),1%
O=C(N1CCOCC1)C12CC3CC(C1)CC(n1cnc(Cl)n1)(C3)C2,6%
Cc1nn(-c2ccccc2)c(Cl)c1/C=N/NC(=O)C1COc2ccccc2O1 (configuration not stated),-7%
COc1ccc(CCNC(=O)CN(CCc2ccccc2)S(C)(=O)=O)cc1,2%
Cc1ccc(COC(=O)CCc2nc3ccccc3c(=O)[nH]2)cc1,2%
CCN(CC)C(=O)Nc1c(C)n(C)n(-c2ccccc2)c1=O,2%
CCO[C@@H]1OC(C(=O)O)=C[C@H](c2coc3ccccc3c2=O)[C@H]1CCCO,2%[57.5 µM]
Cc1nc2cnc(Nc3ccccc3)nc2n(Cc2cccs2)c1=O,9%
O=C(Nc1ccc([N+](=O)[O-])cc1)C(=O)Nc1cccc(C(=O)O)c1,-20%[57.5 µM]
CSc1cccc(NC(=O)C(=O)NCc2ccccc2)c1,-1%[57.5 µM]
Cc1ccc2cccc(Oc3ccc([N+](=O)[O-])cc3[N+](=O)[O-])c2n1,5%
c1ccc(-c2csc(-n3cccn3)n2)cc1,-2%
COc1cccc(C2NC(=O)c3ccccc3O2)c1OCc1ccccc1F (configuration not stated),2%
O=c1cnc2cnc(OCc3ccccc3)nc2n1CCc1ccccc1,-3%
CC(=O)Nc1ccc2c(c1)ncn2C,7%
CCOC(=O)N1CCC(N(CCN(C)C)C(=S)Nc2cc(C)cc(C)c2)CC1,-5%
O=S(=O)(c1ccccc1)N1N=C(c2ccccc2)CC1c1ccccc1 (configuration not stated),4%
CC(C)S(=O)(=O)CC(=O)c1ccc(Cl)cc1,-1%
Cc1ccc(NC(=S)NC(=O)/C=C/c2ccco2)c(O)c1,-1%
CCNC(=O)c1ccc(CSc2ccc(Cl)cc2)cc1,4%
Cc1c(C(=O)NCc2ccc3c(c2)cc(C)n3C)cccc1[N+](=O)[O-],5%
CC1CCN(CC(=O)N2c3ccccc3CCc3ccccc32)CC1,-1%
C/C(Cn1cnc([N+](=O)[O-])n1)=N\NC(=O)c1ccc(Br)cc1,6%
C=CCn1c(O)c(N=NC(=S)Nc2cccc(OC)c2)c2ccccc21,u
O=C(O)c1ccc2c(c1)C(=O)N(c1cccc(C(=O)/C=C/c3ccccc3)c1)C2=O,-4%
CCCn1c(SCC(=O)N2CCCCC2)nnc1-c1ccccn1,0%
C/C(=N\NC(=O)c1cccc(N/N=C(\C)c2ccccc2)c1)c1ccccc1,7%
COCCCNC(=O)c1cc(S(=O)(=O)N2CCOCC2)ccc1SCc1cccc(OC)c1OC,4%[57.5 µM]
O=C(NC1CCCCCC1)c1nnc(Cc2ccc(Cl)cc2)o1,-9%
CCCn1nnnc1NCc1ccc(F)cc1,-2%
CO/N=C(\C(=O)N[C@@H]1C(=O)N2C(C(=O)O)=C(COC(N)=O)CS[C@H]12)c1ccco1,1%
CC(=O)Nc1cc2c(cc1NC(=O)Cn1nnc(-c3ccc(C)o3)n1)OCCO2,-11%
Cc1ccccc1OCC(=O)OC(C(=O)c1ccccc1)c1ccccc1 (configuration not stated),3%
Cc1ccc(-c2nnn(CC(=O)N(CCN3CCOCC3)C(C(=O)NC(C)(C)C)c3ccco3)n2)cc1 (configuration not stated),-2%
CCCCSc1nnc2c(n1)OC=Nc1ccccc1-2,10%[57.5 µM]
CC(C(=O)N=Nc1c(O)[nH]c2ccccc12)n1cnc2ccccc2c1=O (configuration not stated),8%
COCCNc1c2c(nc3c(-c4ccccc4)c(C)nn13)CCC2,5%[57.5 µM]
C#Cc1ccc([C@H]2C=C(C(=O)Nc3ccccc3)O[C@@H](OCc3ccc(CO)cc3)C2)cc1,5%[57.5 µM]
COc1ccc(/C=N/NC(=S)Nc2cccc(C(=O)O)c2)cc1,u
CC(C)Oc1ccc(/C=N/NC(=O)c2ccc(N(Cc3ccccc3)S(C)(=O)=O)cc2)cc1,-4%
CC(C)C[C@H](NC(=O)c1ccc(OC2CCN(C(=O)C3CC3)CC2)cc1)C(N)=O,-7%
O=C(NS(=O)(=O)c1ccc(NC(=O)C2CCCO2)cc1)c1ccccc1 (configuration not stated),10%
O=[N+]([O-])c1cc(C(F)(F)F)cc([N+](=O)[O-])c1N1CCN(S(=O)(=O)c2ccccc2)CC1,u
CC(C)C(=O)NCCc1c[nH]c2ccccc12,1%
O=C1/C(=C\c2ccc([N+](=O)[O-])cc2)CCc2ccccc21,-8%
Cn1c(N)c(C(=O)COC(=O)/C=C/c2ccc(OC(F)F)cc2)c(=O)n(C)c1=O,-8%
O=C1NC(=Nc2ccc3ccccc3c2)S/C1=C/c1ccco1,u
O=C(COC(=O)c1ccccc1O)NCCCc1ccccc1,3%[57.5 µM]
CSc1nc(C)c(C(=O)C[n+]2ccccc2C)cc1C#N,-5%[57.5 µM]
CCOC(=O)c1sc(NC(=S)NC(=O)C23CC4CC(CC(C4)C2)C3)cc1C,3%
O=C(c1ccccc1)N1CCN=C1SCc1ccc([N+](=O)[O-])cc1,-7%
COc1ccc(CCN2C(=O)NC(NS(=O)(=O)c3ccc(Cl)cc3)(C(F)(F)F)C2=O)cc1OC (configuration not stated),2%
CCC(C)NC(=O)CCSc1ccc(C)cc1 (configuration not stated),5%
COC(=O)c1scc(C)c1NS(=O)(=O)c1ccc(NC(C)=O)cc1,7%[57.5 µM]
COCCNC(=O)Cn1cc(C(=S)N2CCCCC2)c2ccccc21,-9%
O=C(Nc1ccc(Cl)c(Cl)c1)OCCNC(=O)c1ccncc1,u
N#C/C(=C\c1ccc(N2CCOCC2)c([N+](=O)[O-])c1)c1nc2ccccc2[nH]1,u
CCOc1ccc(CC(=O)OCc2cc(=O)n3cc(Br)ccc3n2)cc1,0%
CC(C)N=C1SC(CC(=O)Nc2ccccc2)C(=O)N1C(C)C (configuration not stated),-8%
O=C(CCC1CCCN(C(=O)c2ccc3c(c2)OCO3)C1)NCc1ccc(F)c(F)c1 (configuration not stated),-12%

# Carrying on:
SMILES,ERK EGF block
C[C@@H](C(=O)Nc1ccc2ccccc2c1)[C@@H]1C[C@@]1(C)[C@@H](NS(=O)(=O)c1ccc(-c2ccccc2)cc1)c1ccccc1,-10%
Cc1c(NC(=O)CCC2CCCCC2)cc(C(=O)N2CCOCC2)cc1[N+](=O)[O-],7%
O=C1C(=O)N(CC2CCCO2)C(c2ccco2)/C1=C(/O)c1ccc(F)cc1 (configuration not stated),-2%
CC(NC(=O)Cc1ccc([N+](=O)[O-])cc1)c1ccc2c(c1)OCO2 (configuration not stated),-7%[57.5 µM]
CCc1ccc(CN(C)Cc2nc(-c3cccc(Cl)c3)no2)nc1,4%
O=S(=O)(Nc1nc2ccccc2nc1Nc1ccc2c(c1)OCO2)c1ccccc1,4%
CN(CC(=O)Nc1ccc(F)cc1)c1ccc(S(=O)(=O)N2CCCCC2)cc1[N+](=O)[O-],5%

# Of the compounds above, these have an NH in an aromatic ring.
SMILES,ERK EGF block
CCN(CC(=O)NCc1cccs1)C(=O)CCc1c[nH]c2ccccc12,2%
O=C(CCl)Nc1c[nH]c(=O)[nH]c1=O,1%
CC(C)c1ccc(-c2nc(N3CCCCC3)[nH]c(=O)c2C#N)cc1,1%
CC(=O)Nc1cccc(NC(=O)CSc2ncc(-c3ccccc3)[nH]2)c1,0%
COc1cccc(-n2c(-c3ccc4[nH]c(C)c(C)c4c3)n[nH]c2=S)c1,-8%
Cn1cc([N+](=O)[O-])c(C(=O)Nc2ccc(-c3nc4ccccc4[nH]3)cc2)n1,0%
Cc1cccc(-n2c3nc(=O)[nH]c(=O)c-3cc3cc([N+](=O)[O-])ccc32)c1,12%
O=C1CCC(C(=O)OCC(=O)c2c[nH]c3ccccc23)=NN1,2%
Cc1ccc(COC(=O)CCc2nc3ccccc3c(=O)[nH]2)cc1,2%
CC(C(=O)N=Nc1c(O)[nH]c2ccccc12)n1cnc2ccccc2c1=O (configuration not stated),8%
CC(C)C(=O)NCCc1c[nH]c2ccccc12,1%
N#C/C(=C\c1ccc(N2CCOCC2)c([N+](=O)[O-])c1)c1nc2ccccc2[nH]1,u

# High-throughput results (PubChem)
